DAX1 inh-1: DAX1 (NR0B1) inhibitors on StAR promoter, primary screen, cell-based, luminescence, SF-1 (NR5A1), full-length DAX-1; hit rate 1.1% among 370,000; inhibition, % at 6.8 µM; AID 652010, 2013; HEK293T StAR-luciferase reporter, SF-1/DAX-1 repression relief;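 active means inhibition above the mean over all tested compounds plus 3 SD, cut at about 3.6% in these data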;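 further: 0% = DAX-1 cells with DMSO and 100% = cells lacking DAX-1 with DMSO; higher inhibition means more luminescence from relief of DAX-1 repression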
DAX1 inh-2: DAX1 (NR0B1) inhibitors, primary screen, cell-based, HEK293, Gal4-DAX1, luciferase luminescence. HEK293 Gal4-DAX1 luciferase reporter. inhibition, % at 6.75 µM. hit rate 0.99% among 340,000. AID 504766, 2011;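 active means inhibition above the mean over all tested compounds plus 3 SD, cut at about 4.2% in these data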;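 further: 0% = DAX1-transfected cells with DMSO and 100% = empty-vector control cells with DMSO; inhibition shows as a rise in luminescence from relieved DAX1 repression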
hgDAF-12 ag: H. glycines DAF-12 receptor agonists, primary screen, cell-based, luminescence, HEK293, GAL4 fusion, UAS-luciferase; activation, % at 6.8 µM; hit rate 1.8% among 370,000; HEK293 GAL4-hgDAF12 UAS-luciferase reporter, agonist luminescence; normalized to butyrate control; Nuclear hormone receptor DAF-12 (Heterodera glycines), GAL4 fusion;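 active means activation above a cutoff set at the mean of all screened compounds plus 3 SD, cut at about 10% in these data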;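 further: 0% = DMSO wells and 100% = sodium butyrate wells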
KLK7 zymogen act: proKLK7 zymogen activators, primary screen, biochemical, fluorescence intensity; hit rate 0.9% among 370,000; Kallikrein-7 (Homo sapiens), P49862; purified proKLK7, EDANS-DABCYL substrate fluorescence; 100% is mature enzyme control, 0% vehicle; activation, % at 7 µM;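 active means activation above the mean of all tested compounds plus 3 SD, computed per campaign excluding outliers beyond control limits, cut at about 13% in these data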
hcDAF12 agonist: H. contortus DAF-12 nuclear receptor activators, primary screen, cell-based, luminescence, HEK293, lit1-tk-luc reporter | HEK293 hcDAF-12 lit1-tk-luc reporter; 0% DMSO, 100% Δ7-dafachronic acid | activation, % at 6.8 µM | hit rate 1.4% among 370,000;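 active means activation above the mean of all tested compounds plus 3 SD, cut at about 5.5% in these data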;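 further: 100% = response to 3 µM Δ7-dafachronic acid high control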
HGIII-sPLA2 inh: human group III sPLA2 inhibitors, primary screen, biochemical, QFRET, BODIPY PC-A2 liposome substrate; hit rate 0.56% among 370,000; AID 743126, 2013; QFRET BODIPY PC-A2 liposome hydrolysis, fluorescence; Group 3 secretory phospholipase A2 (Homo sapiens), Q9NZ20; inhibition, % at 12.2 µM;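 active means inhibition above mean plus 3 SD of compounds lying within the high and low control bounds, cut at about 19% in these data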;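 further: 0% = median of test compound wells and 100% = no enzyme DMSO wells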
GC-B act: human GC-B receptor activators, primary screen, HEK293 GC-B cells, cGMP TR-FRET, EC30 CNP. activation, % at 10 µM. 0% at EC30 CNP, 100% saturating CNP. Atrial natriuretic peptide receptor 2 (Homo sapiens), P20594. hit rate 0.11% among 370,000;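 active means activation at 10 µM reaching about 35% in either raw or pattern-adjusted values, limit read from the data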
FXN GAA850 act: FXN promoter activators, primary screen, cell-based, luciferase luminescence, HEK293 lucGAA850 | HEK293 lucGAA850 FXN promoter luciferase reporter, 24 h; percent of 10 µM SAHA response | activation, % at 6 µM | hit rate 0.56% among 360,000;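 active means activation above the average of all compounds screened plus 3 SD, cutoff fixed separately per campaign, cut at about 7.5% in these data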;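 further: 0% = DMSO wells and 100% = 10 µM SAHA wells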
GC-A act: GC-A stimulated cGMP production enhancers – HEK293 GC-A cells, cGMP TR-FRET, EC30 ANP, primary screen. Atrial natriuretic peptide receptor 1 (Homo sapiens), P16066. hit rate 0.14% among 370,000. 0% at EC30 ANP, 100% saturating ANP. AID 1671463, 2021. activation, % at 10 µM; in the data active means activation above about 40%
Target sequence (P16066 whole entry, looked up): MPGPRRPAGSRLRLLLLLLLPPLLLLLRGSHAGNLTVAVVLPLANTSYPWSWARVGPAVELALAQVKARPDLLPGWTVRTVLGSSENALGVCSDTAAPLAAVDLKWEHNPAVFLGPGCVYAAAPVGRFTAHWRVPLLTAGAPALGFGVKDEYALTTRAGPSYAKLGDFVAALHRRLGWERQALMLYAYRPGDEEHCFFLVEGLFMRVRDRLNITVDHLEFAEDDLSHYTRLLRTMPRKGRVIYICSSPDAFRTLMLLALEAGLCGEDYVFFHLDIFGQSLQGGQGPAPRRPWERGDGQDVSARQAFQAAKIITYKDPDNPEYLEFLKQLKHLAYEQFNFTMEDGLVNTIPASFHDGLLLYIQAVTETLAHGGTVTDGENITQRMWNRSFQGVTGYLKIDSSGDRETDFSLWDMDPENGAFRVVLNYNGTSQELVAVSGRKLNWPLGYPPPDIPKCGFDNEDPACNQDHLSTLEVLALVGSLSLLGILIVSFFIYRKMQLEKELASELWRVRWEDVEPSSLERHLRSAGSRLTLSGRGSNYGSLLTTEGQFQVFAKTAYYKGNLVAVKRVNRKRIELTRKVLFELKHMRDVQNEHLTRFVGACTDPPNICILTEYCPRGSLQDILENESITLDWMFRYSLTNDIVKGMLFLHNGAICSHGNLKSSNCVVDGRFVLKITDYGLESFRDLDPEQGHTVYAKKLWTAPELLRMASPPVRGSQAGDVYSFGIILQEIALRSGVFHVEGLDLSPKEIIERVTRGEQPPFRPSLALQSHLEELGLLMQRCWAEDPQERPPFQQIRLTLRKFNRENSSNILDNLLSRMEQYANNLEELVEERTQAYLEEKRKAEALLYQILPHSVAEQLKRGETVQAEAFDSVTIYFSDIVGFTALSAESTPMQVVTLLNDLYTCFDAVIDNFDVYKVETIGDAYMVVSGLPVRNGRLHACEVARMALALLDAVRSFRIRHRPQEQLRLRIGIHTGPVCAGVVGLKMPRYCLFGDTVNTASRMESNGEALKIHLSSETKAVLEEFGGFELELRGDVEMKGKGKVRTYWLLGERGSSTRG
ssDAF-12 act: S. stercoralis DAF-12 nuclear receptor activators, primary screen, cell-based, luminescence, HEK293, GRIP1 co-expression, lit1-tk-luc; Nuclear hormone receptor DAF-12 (Strongyloides stercoralis); HEK293 ssDAF-12/GRIP1 lit1-tk-luc reporter; % of 3 µM dafachronic acid response; activation, % at 6.8 µM; hit rate 1% among 370,000;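 active means activation above the mean over all tested compounds plus 3 SD, cut at about 0.9% in these data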;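 further: 0% = DMSO-only wells and 100% = 3 µM delta7-dafachronic acid wells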
SMARCA2 act: SMARCA2 (BRM) function activators, primary screen, cell-based, luminescence, high throughput | hit rate 1% among 370,000 | activation, % at 9.1 µM | MG213 cells, MMTV-luciferase reporter, dexamethasone, overnight; in the data active means activation above about 7.8%;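 further: 0% = vehicle wells and 100% = reference activator wells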
* marks the source's active call; other numbers are inactive results; . = not tested or not shown.

SMILES | DAX1 inh-1 | DAX1 inh-2 | hgDAF-12 ag | KLK7 zymogen act | hcDAF12 agonist | HGIII-sPLA2 inh | GC-B act | FXN GAA850 act | GC-A act | ssDAF-12 act | SMARCA2 act
CCOc1ccc(Cl)cc1S(=O)(=O)n1cnc2ccccc21 | -0.1 | -0.9 | 1.7 | -0.2 | -0.7 | -4 | 3 | 2.7 | -9 | -1.7 | -3
CC(=O)Nc1ccc(S(=O)(=O)CCC(=O)O)cc1 | 0.7 | -1.0 | -0.6 | 0.3 | -2.4 | 4 | 5 | -0.6 | 0 | -1.8 | 1
Cc1ccccc1C1c2[nH]c3ccccc3c2CCN1Cc1cccn1-c1ncccn1 (stereo unspecified) | -1.6 | 1.4 | 6.6 | 3.4 | 3.6 | 1 | -2 | -3.0 | -19 | -0.4 | 0
CCOc1ccccc1NC(=O)c1ccccc1NS(C)(=O)=O | 1.4 | 0.2 | -0.1 | -0.7 | -1.0 | -2 | -7 | 0.2 | 4 | -0.6 | -2
COc1ccc(Cc2nnc(NCCO)[nH]c2=O)cc1OC | 0.2 | -0.2 | -1.7 | -0.2 | 0.1 | 0 | 3 | 2.5 | 0 | -0.9 | -1
CC1C(=O)Nc2ccc(S(=O)(=O)N3CCc4ccccc4C3)cc2NC1=O (stereo unspecified) | -0.4 | -0.3 | -1.9 | -0.1 | -0.2 | 0 | 3 | 1.2 | -7 | -1.5 | -2
CC1CCN(C(=O)c2ccc(NS(=O)(=O)c3cccc4cccnc34)cc2)CC1 | -0.9 | 1.5 | -0.8 | -0.1 | -1.9 | -6 | -7 | 3.8 | -12 | -1.8 | 1
CCOc1ccccc1OCCCNCc1ccco1 | -0.5 | 0.9 | -1.8 | 0.4 | -3.1 | 17 | -3 | 1.6 | -1 | -2.0 | -2
CN(Cc1ccccc1)C(=O)c1cccc(NC(=O)Cc2cccc(NC(=O)C3CCN(C(=O)CCc4ccccc4)CC3)c2)c1 | -1.5 | . | 3.8 | 0.7 | -2.6 | -40 | -7 | . | 2 | -1.4 | -3
CN(CCOc1ccc(Cl)cc1)C(=O)CN1C(=O)NC2(CCCC2)C1=O | 0.9 | -1.5 | -3.7 | 0.2 | 0.2 | 7 | 1 | 0.0 | 6 | -1.4 | -2
COC(=O)[C@]12CCCCC=C1N(Cc1cccc3ccccc13)C(=O)[C@H](CC(=O)NCCCN1CCCC1=O)C2 | 0.7 | . | -4.6 | -0.2 | -1.4 | -12 | 3 | . | -5 | -0.9 | 2
CCCCn1c(SCc2nc(N)nc(N3CCCCC3)n2)nc2c1c(=O)n(C)c(=O)n2C | -0.2 | 0.7 | -1.3 | -0.1 | 0.0 | 21* | 1 | 2.8 | -2 | -0.9 | 0
N#Cc1ccc(C2N=C(c3ccccc3)NO2)cc1 (stereo unspecified) | 1.4 | 4.6* | 9.4 | -1.3 | 5.7* | 8 | 5 | 2.0 | 4 | 0.0 | 4
COc1ccc(N2C(=O)CCC(C(=O)N(C)CCc3ccccn3)C2c2ccc(OC)c(OC)c2)cc1 (stereo unspecified) | -0.7 | 0.7 | -1.6 | 0.2 | 0.3 | -4 | 3 | -0.9 | 0 | -1.9 | 0
O=C(c1ccc(C(F)(F)F)cc1)N1CCCCC1 | 0.1 | 1.6 | 2.7 | 0.5 | 0.5 | 0 | 6 | -1.1 | 6 | -0.8 | -2
Cc1ccc(OCC(=O)NCCCNC(=O)c2ccccn2)cc1 | 0.0 | 0.2 | -0.6 | -0.4 | -0.4 | -9 | -5 | -1.3 | 2 | -0.9 | 2
CC1CCN(C(=O)c2cc(-c3ccco3)on2)CC1 | 0.8 | 0.3 | 7.6 | 0.0 | 3.6 | 5 | 2 | 3.0 | 2 | 0.2 | 4
CC(=O)CCC(=O)c1ccc2ccccc2c1 | -0.3 | 0.7 | 5.5 | 2.3 | -0.9 | -6 | 1 | -0.1 | -1 | -1.5 | 4
O=C(CCc1c[nH]c2ccccc12)NCCOc1ccccc1 | 0.3 | -1.2 | 3.1 | 0.1 | -0.9 | -37 | 1 | 2.9 | 6 | -0.4 | -1
Cc1nc2ccc(Cl)cc2nc(C)/c1=N\O | 1.9 | 5.3* | 11* | -0.4 | 7.7* | -10 | -7 | 2.9 | -3 | 1.0* | 8.1*
CC(=O)Nc1cccc(-c2cc(C(C)=O)c3n(c2=O)CCC3)c1 | -0.2 | . | 2.8 | 0.3 | -0.7 | 14 | 3 | . | 4 | -0.8 | 1
CCN(CC)c1ccc(NC(=O)CSc2nnc(-c3ccc(Cl)cc3)n2Cc2ccco2)cc1 | -3.2 | . | 1.8 | 0.7 | -0.1 | -3 | 1 | . | -4 | -1.9 | -4
COC(=O)[C@]12C[C@H](CC(=O)NCCC(C)C)C(=O)N(Cc3cccc4ccccc34)C1=C[C@H](C1CCCC1)O[C@@H]2C | -1.1 | . | 2.1 | -0.1 | -2.2 | -16 | -9 | . | -4 | -1.4 | -2
CCOP(=O)(c1ccccc1)c1nc(-c2ccccc2C)oc1NCc1ccccc1 (stereo unspecified) | -0.6 | 0.1 | 0.7 | 0.5 | -1.2 | -2 | -9 | 0.5 | -11 | -1.4 | 3
CCOC(=O)c1c(C)[nH]c(O)c1C=Nc1ccc(Cl)cc1 | 0.3 | -0.2 | 2.2 | 3.1 | -2.3 | -8 | . | -2.3 | . | -1.2 | 0
COc1ccc(OCCOC(=O)c2ccc(F)c(S(=O)(=O)N3CCOCC3)c2)cc1 | -2.8 | -0.8 | 1.6 | 0.7 | -1.4 | -10 | 2 | 1.5 | -4 | -1.5 | 0
C=CCN=C(C)C1=C(O)CCC1=O | -0.2 | 0.4 | 0.8 | -0.2 | 2.1 | 6 | 13 | -0.2 | 3 | -1.4 | 0
CCOC(=O)C1=CC[C@H]2c3c(c4ccccc4n3C)C(=O)C1N2Cc1ccccc1 | -0.3 | 0.1 | -2.7 | -0.4 | -0.4 | 1 | 3 | -4.6 | -2 | -1.0 | 2
O=C(c1ccc(Cl)s1)N1CCN(c2ncccn2)CC1 | -0.4 | 0.1 | -1.7 | 0.0 | -1.8 | 10 | -1 | 0.7 | -1 | -1.4 | -4
CC(C)(C)OC(=O)NCCCCCc1cn(CC(=O)NCCCCCCCCCCC(=O)N2CCN(C(=O)OC(C)(C)C)CC2)nn1 | -0.2 | -1.1 | 2.3 | 0.0 | -0.9 | 8 | 6 | 1.9 | 1 | -0.3 | -1
O=C(Nc1sc2c(c1C(=O)c1ccc(Cl)cc1)CCCC2)c1cccnc1 | -0.7 | -0.1 | -3.0 | -0.2 | -1.1 | 6 | 1 | 5.3 | -2 | -1.3 | -2
COc1ccc(CNC(=O)c2sc(=O)n(Cc3ccccc3OC)c2C)cc1 | -0.6 | . | -3.0 | -0.4 | -1.5 | 1 | 0 | 0.6 | -3 | -1.5 | -1
CCc1nnc(NC(=O)CN2C(=O)NC3(CCCC3)C2=O)s1 | 0.5 | 1.0 | 3.8 | -0.3 | -0.8 | 12 | 5 | 0.3 | 4 | -1.3 | -3
CN(C)CCCN(C(=O)C1COc2ccccc2O1)c1nc2cc3c(cc2s1)OCO3 (stereo unspecified) | 0.7 | 0.5 | -1.2 | -1.2 | -0.6 | -3 | -6 | -2.0 | -7 | -0.2 | 1
Cc1ccc(C2=NN(CCC(=O)NCCCN3CCOCC3)C(=O)CC2)cc1 | -0.2 | 0.4 | -1.6 | -0.2 | -0.6 | 3 | 3 | 1.6 | 0 | -1.1 | -4
O=C(N/N=C\c1ccc(F)cc1)c1ccc(Cn2cc(Br)c([N+](=O)[O-])n2)o1 | 1.3 | 0.9 | 1.4 | -0.7 | 0.3 | -1 | 3 | -0.6 | 4 | -1.7 | 1

3 entries from above, sorted by their value in FXN GAA850 act, rising.
SMILES	FXN GAA850 act
O=C(N/N=C\c1ccc(F)cc1)c1ccc(Cn2cc(Br)c([N+](=O)[O-])n2)o1	-0.6
COc1ccc(CNC(=O)c2sc(=O)n(Cc3ccccc3OC)c2C)cc1	0.6
O=C(Nc1sc2c(c1C(=O)c1ccc(Cl)cc1)CCCC2)c1cccnc1	5.3

Next section:
SMILES | DAX1 inh-1 | DAX1 inh-2 | hgDAF-12 ag | KLK7 zymogen act | hcDAF12 agonist | HGIII-sPLA2 inh | GC-B act | FXN GAA850 act | GC-A act | ssDAF-12 act | SMARCA2 act
CC(=Nc1ccccc1)C1=C(O)C(Cc2ccc(O)cc2)NC1=O (stereo unspecified) | 0.0 | 0.9 | -0.9 | -0.6 | -0.8 | -3 | -1 | 0.6 | -9 | -0.6 | 1
CN(CC(=O)Nc1sccc1C#N)S(=O)(=O)c1ccc(F)cc1 | 0.3 | -0.4 | 2.2 | 0.2 | 0.7 | -4 | 3 | 0.2 | -2 | -1.1 | -2
CNS(=O)(=O)c1cc(OC)ccc1OC | -0.3 | 1.1 | 0.1 | -0.2 | 1.4 | 5 | 4 | 1.8 | 4 | -1.3 | -1
COC(=O)C(/C=N/OCc1ccc([N+](=O)[O-])cc1)NC(=O)c1ccccc1 (stereo unspecified) | 0.5 | 0.1 | 0.1 | -0.2 | -0.8 | -3 | -4 | 4.2 | 2 | -1.2 | 0
Cc1occc1C(=O)NNC(=S)Nc1ccccc1C(F)(F)F | 2.2 | 3.9 | 13* | -0.1 | 4.6 | 21* | 2 | 3.8 | -2 | -0.4 | 2
N#C/C(=C\c1ccc2c(c1)OCO2)C(=O)NCc1ccco1 | 0.4 | -1.3 | -2.0 | 0.1 | -0.5 | -2 | -3 | 2.2 | 5 | -0.1 | 0
O=C(NCc1ccccc1)C1CCN(S(=O)(=O)N2CCOCC2)CC1 | 1.0 | -0.7 | 0.5 | 0.2 | -1.8 | 0 | 4 | 0.7 | 7 | -1.5 | -3
COc1ccc(C2C3=C(CC(C)(C)CC3=O)Nc3c2c(=O)[nH]c(=O)n3Cc2ccccc2)cc1 (stereo unspecified) | -0.2 | 0.7 | -2.2 | -16 | -1.6 | -38 | -3 | -3.0 | 1 | -1.4 | -2
CC(C)CNS(=O)(=O)c1ccc(CCC(=O)N2CCN(c3ccc(F)cc3)CC2)cc1 | -0.8 | -0.4 | -1.2 | 0.0 | -2.2 | -10 | 4 | -1.0 | 6 | -0.8 | -3

Source: PubChem BioAssay
